Assay outcomes deposited in PubChem BioAssay by several laboratories.
E coli Lon inh: inhibits E. coli Lon protease | purified E. coli Lon protease, fluorescence polarization | hit rate 0.42% among 360,000 | inhibition, % at 7.94 µM | AID 602123 | P0A9M0; in the data active = inhibition above about 13%, passing the limit was not always enough;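 note: 0% = enzyme with probe and DMSO and 100% = no enzyme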
MT1-MMP act inh: blocks activation of human MT1-MMP; P50281; HT1080 RFP-PRO-GFP cells, GFP/RFP ratio fluorescence, overnight; percent of plate control window, DMSO zero; GFP/RFP ratio change, % at 20 µM; hit rate 0.061% among 360,000; AID 651647;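 active = GFP/RFP ratio change of at least 30% with cell ATP level not reduced by more than half and red fluorescence within 50% of control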; note: strong numbers were not always called active
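Assay system: RFP-PRO-GFP reporter HT1080 cells; read-out basis: GFP/RFP fluorescence ratio; benchmarks: DMSO wells and RFP-L50D-GFP cells; doses: 20 µM single dose, 1% DMSO; schedule: overnight cell settling, then overnight compound exposure, 37 °C, 5% CO2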
MsrA act: activates bovine MsrA enzyme | AID 602163 | hit rate 0.3% among 360,000 | purified bovine MsrA, absorbance read-out | activation, % at 10.6 µM; in the data active = activation above about 7.5%;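 note: 0% = vehicle and 100% = reference activator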
TbMetRS inhib: blocks T. brucei methionyl-tRNA synthetase activity | purified T. brucei MetRS, ATP depletion, Kinase-Glo luminescence | hit rate 0.4% among 360,000 | inhibition, % at 11.9 µM;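 active = inhibition above a per-plate cutoff of the control wells' mean inhibition plus 3 SD, cut at about 5.5% in these data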;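 note: 0% = DMSO wells median and 100% = median of wells with control inhibitor compound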
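Measured by: Kinase-Glo luciferase luminescence reporting remaining unconsumed ATP. Material: purified T. brucei MetRS enzyme. Doses: 11.9 µM compound single dose, 0.9% DMSO. Medium: HEPES buffer containing pyrophosphatase, BSA, spermine, DTT. Times: 15 min preincubation, 2 h reaction, all 25 °C. Reagent: methionine, ATP and bulk E. coli tRNA.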
SKN-1 block: C. elegans SKN-1 inhibition. C. elegans VP596 Pgst-4::GFP/RFP ratio, acrylamide-induced, 24 h. inhibition, % at 21.8 µM. hit rate 0.49% among 360,000;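 active = interference check ratio from 0.5 to 1.5 plus GFP to RFP signal ratio inhibition reaching or exceeding a fixed threshold, cut at about 30% in these data, passing the limit was not always enough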; note: some compounds called inactive have numbers as strong as hits
MLLE-PAM2 inh: inhibitors of microRNA-mediated deadenylation, human PABP1 MLLE binding | hit rate 0.36% among 360,000 | inhibition, % at 20 µM | GST-MLLE / FITC-PAM2 fluorescence polarization | P11940 | AID 588489; in the data active = inhibition above about 35%, passing the limit was not always enough;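 note: plate controls were DMSO wells with GST-MLLE for no effect and wells lacking GST-MLLE protein for full effect; some results filed as inactive read as strong as hits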
CendR NRP1 mod: alters CendR peptide binding to human NRP-1. FAM-RPARPAR peptide binding to NRP-1, fluorescence polarization. AID 602438. hit rate 0.85% among 360,000. inhibition, % at 25 µM. O14786;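 active = inhibition or corrected inhibition above about 18%, plus a signal ratio from 0.5 to 1.5, limit read from the data, passing the limit was not always enough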; note: strong numbers were not always called active
Target sequence (O14786 whole entry, looked up): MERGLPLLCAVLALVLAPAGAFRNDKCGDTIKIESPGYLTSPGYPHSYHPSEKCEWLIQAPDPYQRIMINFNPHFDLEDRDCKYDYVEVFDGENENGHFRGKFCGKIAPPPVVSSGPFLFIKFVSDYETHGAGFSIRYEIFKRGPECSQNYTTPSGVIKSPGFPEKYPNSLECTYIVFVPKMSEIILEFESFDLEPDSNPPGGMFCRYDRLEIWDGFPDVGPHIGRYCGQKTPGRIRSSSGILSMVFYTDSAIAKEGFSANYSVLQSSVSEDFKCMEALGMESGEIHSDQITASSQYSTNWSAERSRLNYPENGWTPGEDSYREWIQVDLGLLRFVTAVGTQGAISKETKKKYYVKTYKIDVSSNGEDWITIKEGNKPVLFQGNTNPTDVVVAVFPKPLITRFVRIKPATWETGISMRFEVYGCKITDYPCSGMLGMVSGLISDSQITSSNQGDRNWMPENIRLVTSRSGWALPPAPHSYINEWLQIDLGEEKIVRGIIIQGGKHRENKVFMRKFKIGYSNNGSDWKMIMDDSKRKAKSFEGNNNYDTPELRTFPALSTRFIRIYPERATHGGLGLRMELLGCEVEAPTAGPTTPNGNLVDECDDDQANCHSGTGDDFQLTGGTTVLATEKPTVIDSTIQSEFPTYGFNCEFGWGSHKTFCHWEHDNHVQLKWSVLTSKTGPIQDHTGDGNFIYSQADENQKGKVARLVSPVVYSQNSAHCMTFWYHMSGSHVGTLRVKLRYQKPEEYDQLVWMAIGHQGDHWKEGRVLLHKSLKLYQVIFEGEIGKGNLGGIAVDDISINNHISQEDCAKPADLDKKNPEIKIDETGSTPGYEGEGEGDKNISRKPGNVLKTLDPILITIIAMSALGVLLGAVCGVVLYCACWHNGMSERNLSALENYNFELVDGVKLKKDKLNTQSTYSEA
MsrA inhibitor: inhibits bovine methionine sulfoxide reductase A. purified bovine MsrA, absorbance read-out. inhibition, % at 15.5 µM. hit rate 0.75% among 360,000. AID 651718; in the data active = inhibition above about 4.5%;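 note: 0% = vehicle wells with enzyme and 100% = reference inhibitor wells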
FAS TE block: FAS thioesterase (human) inhibition | hit rate 0.67% among 360,000 | inhibition, % at 15 µM | recombinant FAS-TE, OMFH fluorogenic substrate, fluorescence endpoint;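 active = compounds whose normalised, plate-corrected inhibition of enzyme fluorescence in the single-dose primary screen is 50% or more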;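 note: 0% = DMSO with enzyme and 100% = substrate without enzyme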
Starred values were filed as active, the others as inactive. Not a hit list; about 4% have a hit in one of these screens.

What do the screens show for `Cc1ccc(S(=O)(=O)N2CCN(Cc3csc(C)n3)CC2)cc1`?
E coli Lon inh: 4; MT1-MMP act inh: -2; MsrA act: -2; TbMetRS inhib: 0.3; SKN-1 block: 12; MLLE-PAM2 inh: 3; CendR NRP1 mod: -5; MsrA inhibitor: -0.1; FAS TE block: -5

How did COc1ccc(Cl)cc1NC(=O)[C@@]1(CC(=O)O)CC(/C=C/c2ccccc2)=NO1 do in these assays?
E coli Lon inh: -4; MT1-MMP act inh: -3; MsrA act: -3; TbMetRS inhib: 0.3; SKN-1 block: -11; MLLE-PAM2 inh: 13; CendR NRP1 mod: 17; MsrA inhibitor: -1.7; FAS TE block: 4

How did CCOC(=O)C1=C(COC(=O)CNS(=O)(=O)c2c(F)cc(F)cc2Br)NC(=O)NC1C (stereo not given) do in these assays?
E coli Lon inh: -2; MT1-MMP act inh: 2; MsrA act: -1; TbMetRS inhib: 0.1; SKN-1 block: 3; MLLE-PAM2 inh: 11; CendR NRP1 mod: 8; MsrA inhibitor: -0.8; FAS TE block: -6

How did COc1ccc(C2CC(c3cc(OC)ccc3OC)n3nnnc3N2)cc1 (stereo not given) do in these assays?
E coli Lon inh: -2; MT1-MMP act inh: -3; MsrA act: 3; TbMetRS inhib: 0.3; SKN-1 block: 8; MLLE-PAM2 inh: 5; CendR NRP1 mod: 8; MsrA inhibitor: 0.1; FAS TE block: 2

What do the screens show for `Cc1ccc(S(=O)(=O)N2CCC(C(=O)N3CCCCCCC3)CC2)cc1C`?
E coli Lon inh: 24; MsrA act: -10; TbMetRS inhib: -0.2; SKN-1 block: 3; MLLE-PAM2 inh: 15; CendR NRP1 mod: 0; MsrA inhibitor: 0.6; FAS TE block: 4

What do the screens show for `CCc1nc(SCC(=O)Nc2nnc(C(C)C)s2)n[nH]1`?
E coli Lon inh: 2; MT1-MMP act inh: -2; MsrA act: -2; TbMetRS inhib: -0.3; SKN-1 block: -1; MLLE-PAM2 inh: 8; CendR NRP1 mod: 11; MsrA inhibitor: -0.3; FAS TE block: -6

Results for O=C(Cn1c(=O)n(Cc2ccc(F)cc2)c(=O)c2ccccc21)NCC1CCCO1 (stereo not given) ?
E coli Lon inh: -1; MT1-MMP act inh: -1; MsrA act: 0; TbMetRS inhib: 0.5; SKN-1 block: 2; MLLE-PAM2 inh: -6; CendR NRP1 mod: -1; MsrA inhibitor: 0.2; FAS TE block: 0

How did CN(Cc1ccc(N(C)C)cc1)C(=O)c1cc2ccccc2o1 do in these assays?
E coli Lon inh: -4; MT1-MMP act inh: 2; MsrA act: 0; TbMetRS inhib: 0.1; SKN-1 block: -26; MLLE-PAM2 inh: -12; CendR NRP1 mod: 8; MsrA inhibitor: -0.8; FAS TE block: 6

How did N#CC1=C(N)OC2=C(C(=O)CCC2)C1c1cc2c(cc1Cl)OCO2 (stereo not given) do in these assays?
E coli Lon inh: -4; MT1-MMP act inh: -5; MsrA act: -3; TbMetRS inhib: 0.0; SKN-1 block: 9; MLLE-PAM2 inh: 10; CendR NRP1 mod: -3; MsrA inhibitor: -0.3; FAS TE block: -3

How did O=C(Nc1nc2n(n1)C(c1ccc(F)cc1)CC(c1ccccc1)N2)c1ccco1 (stereo not given) do in these assays?
E coli Lon inh: 7; MT1-MMP act inh: 2; MsrA act: -3; TbMetRS inhib: -0.2; SKN-1 block: -4; MLLE-PAM2 inh: -3; CendR NRP1 mod: -5; MsrA inhibitor: 1.6; FAS TE block: 0

What do the screens show for `O=C(Nc1ccccc1)Nc1ccccc1-n1ccnc1`?
E coli Lon inh: -6; MT1-MMP act inh: 6; MsrA act: -2; TbMetRS inhib: -0.2; SKN-1 block: 9; MLLE-PAM2 inh: -2; CendR NRP1 mod: 1; MsrA inhibitor: 0.8; FAS TE block: -14

What do the screens show for `COCCNC(=O)c1cc2nc(-c3ccc(F)cc3)cc(C(F)(F)F)n2n1`?
E coli Lon inh: -2; MT1-MMP act inh: 0; MsrA act: 2; TbMetRS inhib: -0.6; SKN-1 block: -3; MLLE-PAM2 inh: 6; CendR NRP1 mod: -12; MsrA inhibitor: 1.3; FAS TE block: -1

Results for C=C(CCO)C1=CCN(S(=O)C(C)(C)C)[C@@H]1CCO (stereo not given in full) ?
E coli Lon inh: 1; MT1-MMP act inh: 2; MsrA act: -5; TbMetRS inhib: -0.6; SKN-1 block: 5; MLLE-PAM2 inh: 9; CendR NRP1 mod: -12; MsrA inhibitor: -1.2; FAS TE block: -12

How did COc1ccc(/C(O)=C2/C(=O)C(=O)N(CCN(C)C)C2c2ccc(C)cc2)cc1Cl (stereo not given) do in these assays?
E coli Lon inh: -2; MT1-MMP act inh: 2; MsrA act: -1; TbMetRS inhib: -1.0; SKN-1 block: 5; MLLE-PAM2 inh: 9; CendR NRP1 mod: 6; MsrA inhibitor: 2.5; FAS TE block: 4

Results for CC(C)(C)S(=O)N1Cc2ccc(CO)cc2[C@H]1CCO (stereo not given in full) ?
E coli Lon inh: -2; MT1-MMP act inh: 2; MsrA act: 1; TbMetRS inhib: 0.0; SKN-1 block: -12; MLLE-PAM2 inh: 6; CendR NRP1 mod: -17; MsrA inhibitor: -1.3; FAS TE block: -8

The final two records of the section above are carried over, then new ones follow.
How did COc1ccc(/C(O)=C2/C(=O)C(=O)N(CCN(C)C)C2c2ccc(C)cc2)cc1Cl (stereo not given) do in these assays?
E coli Lon inh: -2; MT1-MMP act inh: 2; MsrA act: -1; TbMetRS inhib: -1.0; SKN-1 block: 5; MLLE-PAM2 inh: 9; CendR NRP1 mod: 6; MsrA inhibitor: 2.5; FAS TE block: 4

Results for CC(C)(C)S(=O)N1Cc2ccc(CO)cc2[C@H]1CCO (stereo not given in full) ?
E coli Lon inh: -2; MT1-MMP act inh: 2; MsrA act: 1; TbMetRS inhib: 0.0; SKN-1 block: -12; MLLE-PAM2 inh: 6; CendR NRP1 mod: -17; MsrA inhibitor: -1.3; FAS TE block: -8

What do the screens show for `Cc1ccc(/C=C/C(=O)Nc2cccnc2)o1`?
E coli Lon inh: 12; MT1-MMP act inh: -3; MsrA act: -8; TbMetRS inhib: -0.7; SKN-1 block: -1; MLLE-PAM2 inh: 19; CendR NRP1 mod: -12; MsrA inhibitor: -0.4; FAS TE block: -6

How did CCOC(=O)c1cc(-c2csc(COc3ccccc3)n2)on1 do in these assays?
E coli Lon inh: -4; MT1-MMP act inh: 3; MsrA act: -2; TbMetRS inhib: -0.7; SKN-1 block: -2; MLLE-PAM2 inh: 5; CendR NRP1 mod: -9; MsrA inhibitor: -1.4; FAS TE block: 12

Results for CC(C)=CCCC(C)CCO (stereo not given) ?
E coli Lon inh: -6; MT1-MMP act inh: -1; MsrA act: -1; TbMetRS inhib: -1.3; SKN-1 block: 10; MLLE-PAM2 inh: -17; CendR NRP1 mod: 0; MsrA inhibitor: 0.0; FAS TE block: 3

What do the screens show for `Cc1ccc(S(=O)(=O)N2CCCCC2C(=O)NCc2ccco2)cc1` (stereo not given)?
E coli Lon inh: -8; MT1-MMP act inh: 4; MsrA act: -1; TbMetRS inhib: -0.3; SKN-1 block: 1; MLLE-PAM2 inh: 10; CendR NRP1 mod: -15; MsrA inhibitor: -2.1; FAS TE block: -2

What do the screens show for `CN(C)C(CNC(=O)c1cc(S(=O)(=O)N2CCOCC2)ccc1Cl)c1cccs1` (stereo not given)?
E coli Lon inh: -18; MT1-MMP act inh: -3; MsrA act: -3; TbMetRS inhib: -0.1; SKN-1 block: -7; MLLE-PAM2 inh: -9; CendR NRP1 mod: -6; MsrA inhibitor: -0.9; FAS TE block: -4

How did N#Cc1ccccc1CSc1ccc(-c2nc3ccccc3[nH]2)cn1 do in these assays?
E coli Lon inh: -7; MT1-MMP act inh: 9; MsrA act: -8; TbMetRS inhib: 11*; SKN-1 block: -4; MLLE-PAM2 inh: 26; CendR NRP1 mod: -1; MsrA inhibitor: -0.3; FAS TE block: 11

What do the screens show for `O=C1NNC(c2ccccc2)=N/C1=C\c1ccccc1Cl`?
E coli Lon inh: 6; MT1-MMP act inh: 2; MsrA act: -3; TbMetRS inhib: 0.9; SKN-1 block: 20; MLLE-PAM2 inh: -25; CendR NRP1 mod: 10; MsrA inhibitor: -1.0; FAS TE block: 15

Results for C=CCn1c(SCC(=O)NCc2ccccc2)nnc1-c1ccccc1O ?
E coli Lon inh: -4; MT1-MMP act inh: 2; MsrA act: -1; TbMetRS inhib: 0.4; SKN-1 block: -2; MLLE-PAM2 inh: 1; CendR NRP1 mod: 8; MsrA inhibitor: 0.5; FAS TE block: -7

How did CCC1=NN(C(=O)c2cccc(Br)c2)C(O)(c2ccc(Br)cc2)C1 (stereo not given) do in these assays?
E coli Lon inh: -4; MT1-MMP act inh: -6; MsrA act: -4; TbMetRS inhib: -0.6; SKN-1 block: 2; MLLE-PAM2 inh: -17; CendR NRP1 mod: -10; MsrA inhibitor: -1.2; FAS TE block: 52*

How did CN(C)CCCNc1oc(-c2ccccc2)nc1C#N do in these assays?
E coli Lon inh: -11; MT1-MMP act inh: 1; MsrA act: -1; TbMetRS inhib: -0.9; SKN-1 block: -1; MLLE-PAM2 inh: -3; CendR NRP1 mod: 5; MsrA inhibitor: 0.2; FAS TE block: -5

What do the screens show for `Cc1ccc2c(C)c(C(=O)N3CCN(Cc4ccc5c(c4)OCO5)CC3)oc2c1C`?
E coli Lon inh: -8; MT1-MMP act inh: -2; MsrA act: 1; TbMetRS inhib: 0.9; SKN-1 block: -1; MLLE-PAM2 inh: 6; CendR NRP1 mod: 6; MsrA inhibitor: 0.3; FAS TE block: 18

What do the screens show for `Cc1ccc(C(=O)N2c3ccccc3N(Cc3ccccc3)C(=O)C2(C)C)cc1`?
E coli Lon inh: 7; MT1-MMP act inh: -2; MsrA act: -9; TbMetRS inhib: -1.7; SKN-1 block: 3; MLLE-PAM2 inh: -3; CendR NRP1 mod: -3; MsrA inhibitor: -0.1; FAS TE block: 22

How did CCNC(=O)CC1C(=O)N(c2ccc(C)cc2)C(=O)N1CCc1ccc(OC)c(OC)c1 (stereo not given) do in these assays?
E coli Lon inh: -10; MT1-MMP act inh: 2; MsrA act: -3; TbMetRS inhib: -0.6; SKN-1 block: 14; MLLE-PAM2 inh: -2; CendR NRP1 mod: 8; MsrA inhibitor: -0.3; FAS TE block: -9

How did C[C@@H]1CN([C@H](C)CO)C(=O)CCCn2cc(nn2)CO[C@H]1CN(C)C(=O)OCc1ccccc1 do in these assays?
E coli Lon inh: 4; MT1-MMP act inh: 1; MsrA act: -6; TbMetRS inhib: -1.8; SKN-1 block: 4; MLLE-PAM2 inh: 4; CendR NRP1 mod: -7; MsrA inhibitor: 1.0; FAS TE block: -8

How did O=S(=O)(NCC(c1cccnc1)N1CCN(c2ccc(F)cc2)CC1)c1ccc(F)cc1 (stereo not given) do in these assays?
E coli Lon inh: -4; MT1-MMP act inh: -1; MsrA act: -1; TbMetRS inhib: 1.3; SKN-1 block: -16; MLLE-PAM2 inh: -7; CendR NRP1 mod: -5; MsrA inhibitor: 1.1; FAS TE block: -3

How did COc1ccc(Cc2nc3ccc(C(=O)NCc4cccc(C)n4)cc3o2)cc1OC do in these assays?
E coli Lon inh: -3; MT1-MMP act inh: 4; MsrA act: 0; TbMetRS inhib: 0.1; SKN-1 block: 16; MLLE-PAM2 inh: 2; CendR NRP1 mod: 3; MsrA inhibitor: 1.4; FAS TE block: -6
